PTHR1 ag: qHTS for PTHR1 Agonists: Primary Screen. Potency, µM (top dose mostly 115 µM), for the others: top-dose activation, usual class: activators. HEK293 GP2 PTHR1 cells, GloSensor cAMP luminescence, 1 h. Parathyroid hormone/parathyroid hormone-related peptide receptor (Homo sapiens), Q03431. 0.075% of 410,000 active; also: potency is read from the fitted curve at half-maximal effect; nearly all actives have a fitted effect of over 55% in size; some results filed as inactive show a strong effect at the top dose; inactives centre near -15; many of its hits are not listed in these tables
Target sequence (Q03431 whole entry, looked up): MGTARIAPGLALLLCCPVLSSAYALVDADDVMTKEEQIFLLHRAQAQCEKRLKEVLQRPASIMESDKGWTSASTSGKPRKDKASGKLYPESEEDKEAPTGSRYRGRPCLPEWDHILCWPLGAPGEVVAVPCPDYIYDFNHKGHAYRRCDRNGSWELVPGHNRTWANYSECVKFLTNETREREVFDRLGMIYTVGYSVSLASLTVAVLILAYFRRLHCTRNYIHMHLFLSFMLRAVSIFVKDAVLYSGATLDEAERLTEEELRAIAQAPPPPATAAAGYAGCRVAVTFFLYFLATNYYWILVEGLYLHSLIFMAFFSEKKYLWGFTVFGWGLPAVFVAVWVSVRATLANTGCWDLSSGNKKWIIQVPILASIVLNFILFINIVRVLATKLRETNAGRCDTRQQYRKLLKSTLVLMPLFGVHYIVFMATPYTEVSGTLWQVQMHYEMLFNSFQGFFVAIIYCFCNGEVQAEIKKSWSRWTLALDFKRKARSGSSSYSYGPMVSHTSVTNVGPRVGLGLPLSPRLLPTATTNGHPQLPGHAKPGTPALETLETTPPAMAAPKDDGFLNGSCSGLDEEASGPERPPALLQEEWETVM
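HEK-293-derived GP2 cells expressing PTHR1 and a GloSensor cAMP reporter, 3,000/well, plated overnight, given luciferin plus IBMX (each 0.5 mM as added) for 1 h at 37 °C, then compound for 1 h at 37 °C. Luminescence was read after 15 min at room temperature.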
HEK293 tox: qHTS of GLP-1 Receptor Inverse Agonists: Cytotox Screen | HEK293 cAMP-luciferase reporter cells, luminescence, 24 h | Potency, µM (series often up to 38.3 µM), inactives show at the top dose activity change, negative = inhibition, hits mostly inhibitors | 0.13% of 410,000 active | AID 624418, 2012;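 also: loss of luciferase light is scored as toxicity; potency is read from the fitted curve at half-maximal effect; % is scaled to controls: 0 for no effect and ±100 for the full control effect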
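Luminescence readout: signal drop marks cytotoxicity. Plated cells grew 12 h at 37 °C, 5% CO2, received 23 nL compound for 24 h, then got luciferase reagent, read after 12 min at RT.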
Abeta rescue: qHTS for compounds that reverse cellular toxicity of Amyloid beta (A-beta) peptide in yeast: Primary Screen. yeast expressing A-beta42, growth rescue, OD600, 48 h; response scale: 0% DMSO, 100% iron-clioquinol control. Potency, µM (series often up to 46.1 µM), for inactives: top-dose growth rescue, actives largely listed as activators. 0.063% of 410,000 active; also: potency is read from the fitted curve at half-maximal effect; nearly all actives have a fitted effect of over 55% in size
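Growth rescue measured by 600 nm absorbance after 48 h yeast culture at 30 C with compound. Values normalized between DMSO and an equimolar ferric chloride plus clioquinol control.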
FUS suppressor: qHTS for Suppressors of FUS Proteinopathy: Primary screen using FUS-linked yeast assay. Potency, µM (titrated, usually from 76.6 µM), without a hit: at the highest dose growth rescue (activation), actives largely listed as activators. 0.24% of 390,000 active. AID 1347120, 2019. S. cerevisiae FUS-expressing, growth rescue, OD600, 24 h;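 also: potency is read from the fitted curve at half-maximal effect; plate controls were DMSO vehicle for no effect and reference control for full effect; nearly all actives have a fitted effect of over 55% in size; some results filed as inactive show a strong effect at the top dose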
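Yeast expressing FUS under galactose induction, OD 0.005 in 2% galactose medium; compounds in a dilution series, 24 h at 30C. Growth rescue by absorbance at 600 nm; CP55940 positive control, DMSO negative.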
pAkt inh: HTS Assay for Inhibitors of Akt Phophorylation: Primary Screen | 0.32% of 360,000 active | Neuro2A IGF-stimulated pAkt S473 HTRF, 20 min; hits give low values | activity change, % for hits at 50 µM; in the data active = activity change below about -80%; inconclusive = mostly about -51% to -80%; also: % is scaled to controls: 0 for no effect and ±100 for the full control effect
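Neuro2A cells in DMEM with 0.5% FBS, overnight at 37 deg C, given compound at single 50 µM final, then IGF (6 nM final) for 20 min at 37 deg C. Lysed; phospho-Akt Ser473 by HTRF after 24 h, 665/615 ratio.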
GLP-1R inv ag: qHTS of GLP-1 Receptor Inverse Agonists (Inhibition Mode); Glucagon-like peptide 1 receptor (Homo sapiens), P43220; HEK293 GLP-1R CRE-luciferase, luminescence, 24 h; GLP-1R form is constitutively active; Potency, µM (titrated, usually from 38.3 µM), without a hit: top-dose activity change, negative = inhibition, hits mostly inhibitors; 1.6% of 410,000 active; AID 624417, 2012; also: potency is read from the fitted curve at half-maximal effect; % is scaled to controls: 0 for no effect and ±100 for the full control effect; nearly all actives have a fitted effect of over 55% in size
Target sequence (P43220 whole entry, looked up): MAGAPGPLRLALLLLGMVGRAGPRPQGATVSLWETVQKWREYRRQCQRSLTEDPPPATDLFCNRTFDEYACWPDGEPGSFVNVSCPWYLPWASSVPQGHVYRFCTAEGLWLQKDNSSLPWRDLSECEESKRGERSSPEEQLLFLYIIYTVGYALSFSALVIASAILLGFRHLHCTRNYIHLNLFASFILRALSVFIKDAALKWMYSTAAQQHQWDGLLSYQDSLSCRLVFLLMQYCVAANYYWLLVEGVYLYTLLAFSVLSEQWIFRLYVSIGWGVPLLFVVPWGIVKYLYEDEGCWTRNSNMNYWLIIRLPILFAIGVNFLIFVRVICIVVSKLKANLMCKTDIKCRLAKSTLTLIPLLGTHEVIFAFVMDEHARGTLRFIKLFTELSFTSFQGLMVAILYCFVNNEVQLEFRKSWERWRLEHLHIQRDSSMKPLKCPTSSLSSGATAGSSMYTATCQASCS
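Luminescence readout: a drop in cAMP-driven luciferase signal flags inverse agonism at a constitutively active GLP-1R stably expressed in HEK293. Compound exposure lasted 24 hr at 37 deg C, 5% CO2.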
aSyn rescue: qHTS of alpha-syn Inhibitors. Yeast expressing alpha-synuclein, growth rescue, BacTiter-Glo, 24 h. Potency, µM (series often up to 46.1 µM), for the others: top-dose growth rescue (activation), actives largely listed as activators. 0.14% of 370,000 active. AID 652106, 2013; also: potency is read from the fitted curve at half-maximal effect; % of control where 0% means no effect; nearly all actives have a fitted effect of over 65% in size
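Readout is rescue of growth in alpha-synuclein-expressing yeast, so inhibitors of toxicity appear as activators. Growth after 24 hr at 30 deg C in galactose medium is quantified by luminescence.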
TDP43 rescue: qHTS of TDP-43 Inhibitors; 1.8% of 410,000 active; TDP-43 expressing yeast growth rescue, BacTiter-Glo, 24 h; AID 652104, 2013; Potency, µM (series often up to 46.1 µM), for the others: top-dose growth rescue (activation), most hits filed as activators; also: potency is read from the fitted curve at half-maximal effect; % of control where 0% means no effect; nearly all actives have a fitted effect of over 50% in size
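In this qHTS, compounds that restore growth of yeast expressing TDP-43 appear as activators. Cells (OD600=0.02, galactose medium, raffinose-pregrown) are incubated with compound 24 hr at 30 deg C and growth is quantified by BacTiter-Glo.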
Mm-Cpn inhibitor: Inhibitors of TCP-1 ring complex (TRiC) of Methanococcus maripaludis (MmCpn): qHTS. 0.031% of 330,000 active. purified Mm-Cpn ATPase, ADP Transcreener TR-FRET. Potency, µM (titrated, usually from 76.9 µM), inactives show top-dose activity, negative = inhibition, usual class: inhibitors; also: potency is read from the fitted curve at half-maximal effect; % is scaled to controls: 0 for no effect and ±100 for the full control effect; nearly all actives have a fitted effect of over 80% in size
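ATPase turnover read by TR-FRET ADP competition (Eu cryptate antibody/ADP-d2, 665/590 nm): 10uM ATP final, 25nM Mm-CPN final, 30 min 37degC after 10-min compound preincubation, pH 7.4 Tris/KCl/MgCl2/DTT buffer.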
An asterisk follows results filed as active; [ ] = remark or other dose. Unless noted, calls follow the shape of the dose curve; as a rule, active = well fitted curve in the direction sought with a large enough effect; inconclusive = small, poorly fitted or top-dose-only effect, or another doubt; inactive = no such curve, though single readings can be large; an effect the other way counts as inactive or inconclusive. These rows are one share of the data (hit frequency here may not be typical).

Results for COc1ccc(CNC(=O)C2CCN(S(=O)(=O)c3cccc(-c4noc(C)n4)c3)CC2)cc1 ?
PTHR1 ag: inactive; HEK293 tox: 0%; Abeta rescue: -7%; FUS suppressor: 13%; GLP-1R inv ag: 2%; TDP43 rescue: -2%

What do the screens show for `COc1ccc(NC(=O)COC(=O)Cc2cccs2)cc1OC`?
PTHR1 ag: inactive; HEK293 tox: 2%; Abeta rescue: 7%; FUS suppressor: 4%; pAkt inh: inactive; GLP-1R inv ag: 41%; aSyn rescue: -6%; TDP43 rescue: -4%; Mm-Cpn inhibitor: 1%

Results for COc1ccc(Cn2ccnc2SCC(=O)Nc2cc(C(F)(F)F)ccc2Cl)cc1 ?
PTHR1 ag: -16%; HEK293 tox: -3%; Abeta rescue: 12%; FUS suppressor: -12%; GLP-1R inv ag: -20%; TDP43 rescue: 0%

What do the screens show for `O=C(NCCOc1ccccc1)C1CCC(=O)N(CCCN2CCCC2=O)C1` (stereo not drawn)?
PTHR1 ag: -8%; HEK293 tox: -2%; Abeta rescue: -3%; pAkt inh: inactive; GLP-1R inv ag: 4%; aSyn rescue: -3%; TDP43 rescue: -5%; Mm-Cpn inhibitor: -1%

Results for O=C(Nc1ccc(Cl)cc1)C1CCC(CNS(=O)(=O)c2ccc(Br)s2)CC1 (stereo not drawn) ?
PTHR1 ag: -29%; HEK293 tox: -5%; Abeta rescue: 7%; FUS suppressor: -1%; GLP-1R inv ag: -14%; TDP43 rescue: 0%

Results for CC(=O)N1Cc2cc(C(=O)NCC(F)(F)F)nc(-c3cccc(-c4cccnc4)c3)c2[C@H]1CCO ?
PTHR1 ag: 0%; HEK293 tox: -6%; Abeta rescue: -6%; FUS suppressor: -2%; pAkt inh: inactive; GLP-1R inv ag: -9%; aSyn rescue: 5%; TDP43 rescue: -3%

Results for Cc1oc2ccc(O)cc2c1C(=O)c1ccc(Cl)cc1 ?
PTHR1 ag: -15%; HEK293 tox: -12%; Abeta rescue: -4%; FUS suppressor: 4%; pAkt inh: inactive; GLP-1R inv ag: inconclusive; aSyn rescue: -6%; TDP43 rescue: inconclusive; Mm-Cpn inhibitor: 1%

What do the screens show for `CCC(C(=O)Nc1ccc(N2CCOCC2)c(S(=O)(=O)Nc2ccccc2OC)c1)c1ccccc1` (stereo not drawn)?
PTHR1 ag: inactive; HEK293 tox: 7%; Abeta rescue: 0%; FUS suppressor: 38%; pAkt inh: inactive; GLP-1R inv ag: inconclusive; aSyn rescue: -5%; TDP43 rescue: -13%; Mm-Cpn inhibitor: -14%

Results for O=C(Cn1ncc2c(Cl)cccc21)NCc1cccc(Br)c1 ?
PTHR1 ag: inactive; HEK293 tox: 9%; Abeta rescue: -17%; FUS suppressor: -25%; GLP-1R inv ag: 12%; TDP43 rescue: 8%[9.22 µM]

Results for CC(Sc1nnc(COc2ccc(Cl)cc2)o1)C(=O)Nc1ccc(N2CCOCC2)cc1 (stereo not drawn) ?
PTHR1 ag: -54%[inhibitor]; HEK293 tox: 2%; Abeta rescue: 14%; FUS suppressor: -5%; pAkt inh: inactive; GLP-1R inv ag: 17%; aSyn rescue: -4%; TDP43 rescue: -1%; Mm-Cpn inhibitor: -1%

How did COc1cccc(NC(=O)CN(C)C(=O)c2cccc(S(=O)(=O)Nc3ccccc3OC)c2)c1 do in these assays?
PTHR1 ag: -3%; HEK293 tox: -21%; Abeta rescue: -1%; pAkt inh: inactive; GLP-1R inv ag: -1%; aSyn rescue: -1%; TDP43 rescue: 29%; Mm-Cpn inhibitor: -2%

How did COc1ccc(C)cc1NS(=O)(=O)c1cccc2nonc12 do in these assays?
PTHR1 ag: inactive; HEK293 tox: 8%; Abeta rescue: 1%; FUS suppressor: 14%; pAkt inh: inactive; GLP-1R inv ag: -1%; aSyn rescue: 1%; TDP43 rescue: 18%; Mm-Cpn inhibitor: 0%

How did Cc1oc2c(C)c3oc(=O)c(CCC(=O)NCCN4CCOCC4)c(C)c3cc2c1C do in these assays?
PTHR1 ag: inactive; HEK293 tox: 2%; Abeta rescue: -7%; FUS suppressor: -16%; pAkt inh: inactive; GLP-1R inv ag: 1%; aSyn rescue: 0%; TDP43 rescue: 3%; Mm-Cpn inhibitor: -10%

What do the screens show for `CCC1=NN(C(=O)CCc2ccccc2)C(O)(C(F)(F)F)C1` (stereo not drawn)?
PTHR1 ag: -2%[57.5 µM]; HEK293 tox: 0%; Abeta rescue: -19%; FUS suppressor: 16%; pAkt inh: inactive; GLP-1R inv ag: 8%; aSyn rescue: 0%; TDP43 rescue: 4%; Mm-Cpn inhibitor: -5%

How did O=C(NCc1ccco1)c1ccc(C(=O)NCc2ccco2)cc1 do in these assays?
PTHR1 ag: inactive; HEK293 tox: 6%; Abeta rescue: -3%; pAkt inh: inactive; GLP-1R inv ag: 2%; aSyn rescue: -3%; TDP43 rescue: 13%

Results for O=C(NCc1cccnc1)c1cc([N+](=O)[O-])ccc1N1CCOCC1 ?
PTHR1 ag: inactive; HEK293 tox: -5%; Abeta rescue: -18%; FUS suppressor: -13%; pAkt inh: inactive; GLP-1R inv ag: 0%; aSyn rescue: -5%; TDP43 rescue: -4%; Mm-Cpn inhibitor: 3%

How did O=C(NCCc1ccc(Cl)cc1)Nc1ccc(Cl)cc1 do in these assays?
PTHR1 ag: inactive; HEK293 tox: -3%; Abeta rescue: -15%; FUS suppressor: 3%; pAkt inh: inactive; GLP-1R inv ag: inconclusive; aSyn rescue: 1%; TDP43 rescue: 8%; Mm-Cpn inhibitor: 1%

What do the screens show for `Cc1nn(-c2ccc(F)cc2)c(-n2cccc2)c1C(=O)N1CCN(c2ccccc2F)CC1`?
PTHR1 ag: -46%[inhibitor]; HEK293 tox: 4%; Abeta rescue: -14%; FUS suppressor: -7%; GLP-1R inv ag: -4%; aSyn rescue: 3%; TDP43 rescue: 20%

How did CC(CNCC1CCCO1)COc1cccc2ccccc12 (stereo not drawn) do in these assays?
PTHR1 ag: -35%[inhibitor][57.5 µM]; HEK293 tox: inconclusive; Abeta rescue: 2%; FUS suppressor: 14%; pAkt inh: inactive; GLP-1R inv ag: inconclusive; aSyn rescue: -8%; TDP43 rescue: -3%; Mm-Cpn inhibitor: inconclusive

How did CC(NC(=O)CSc1nc(-c2ccccc2F)nc2cc(=O)[nH]n12)c1nc2ccccc2n1C (stereo not drawn) do in these assays?
PTHR1 ag: -1%; HEK293 tox: 2%; Abeta rescue: 5%; FUS suppressor: -5%; GLP-1R inv ag: 2%; TDP43 rescue: 12%

Results for C[n+]1ccc2[nH]c3ccccc3c2c1 ?
PTHR1 ag: -22%; HEK293 tox: 0%; Abeta rescue: -16%; FUS suppressor: -19%; pAkt inh: inactive; GLP-1R inv ag: 2%; aSyn rescue: -3%; TDP43 rescue: 20%

How did CCCc1c(C(=O)Nc2ccc(F)cc2F)cnn1-c1ccccc1 do in these assays?
PTHR1 ag: -90%[inhibitor]; HEK293 tox: -15%; Abeta rescue: -36%; FUS suppressor: 12%; pAkt inh: inactive; GLP-1R inv ag: inconclusive; aSyn rescue: 22%; TDP43 rescue: inconclusive; Mm-Cpn inhibitor: -2%

How did COc1cccc(CNC(=O)Cn2ncn3nc(-c4cccs4)cc3c2=O)c1 do in these assays?
PTHR1 ag: -36%; HEK293 tox: 5%; Abeta rescue: -10%; FUS suppressor: -19%; GLP-1R inv ag: 0%; TDP43 rescue: 19%

How did CN(NS(=O)(=O)c1ccc(Cl)cc1)c1ncc(C(F)(F)F)cc1Cl do in these assays?
PTHR1 ag: inactive; HEK293 tox: -28%; Abeta rescue: 20%; FUS suppressor: 13%; pAkt inh: inactive; GLP-1R inv ag: -28%; aSyn rescue: 9%; TDP43 rescue: -2%[9.22 µM]; Mm-Cpn inhibitor: 1%

How did COc1ccccc1NS(=O)(=O)c1cccc(NC(=O)C2CC2)c1 do in these assays?
PTHR1 ag: -25%; HEK293 tox: 2%; Abeta rescue: 21%; FUS suppressor: -18%; pAkt inh: inactive; GLP-1R inv ag: -6%; aSyn rescue: -11%; TDP43 rescue: 14%; Mm-Cpn inhibitor: -11%

What do the screens show for `O=C(Nc1cccc([N+](=O)[O-])c1)Nc1cnccn1`?
PTHR1 ag: -25%; HEK293 tox: 3%; Abeta rescue: -10%; FUS suppressor: -3%; pAkt inh: inactive; GLP-1R inv ag: 15%; aSyn rescue: 3%; TDP43 rescue: 15%; Mm-Cpn inhibitor: -5%
